Assay outcomes from PubChem.
NALP1 yeast inh: blocks the NALP1 inflammasome reconstituted in yeast; 0.61% of 280,000 active; inhibition, % at 10 µM; S. cerevisiae NALP1/ASC/caspase-1 growth, X-gal OD620, 72 h; in the data active = inhibition mostly above about 24%, no sharp cut-off; inactive = mostly below about 32%; note: some compounds called inactive have numbers as strong as hits
IMP-1 inh: inhibitors of Pseudomonas aeruginosa IMP-1 metallo-beta-lactamase; purified IMP-1, nitrocefin hydrolysis, epi-absorbance fluorescence; 0.45% of 290,000 active; inhibition, % at 5.6 µM;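 active = inhibition above the mean plus 3 SD of all compounds in the same screening run, cut at about 4.5% in these data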;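 note: 0% = IMP-1 with DMSO and 100% = DMSO wells lacking enzyme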
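assay system = purified recombinant IMP-1 metallo-beta-lactamase enzyme | schedule = 15 min preincubation plus 25 min reaction at 25 °C | signal = Epi-absorbance fluorescence, 480 nm excitation, 530 nm emission | read-out basis = percent inhibition from optical density relative to buffer-blank wells | controls = IMP-1 with DMSO as 0%, enzyme-free DMSO as 100%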
GPR7 antagonist: antagonists of human GPR7 (neuropeptides B/W receptor 1); P48145; GPR7-expressing cells, fluorescence antagonist assay; inhibition, % at 4.4 µM; 1.1% of 290,000 active; in the data active = inhibition above about 16%, passing the limit was not always enough;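 note: cells stimulated with the agonist NPW; 0% = agonist with vehicle and 100% = vehicle without agonist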
VIM-2 inhibitor: blocks Pseudomonas aeruginosa VIM-2 metallo-beta-lactamase; purified VIM-2, nitrocefin hydrolysis, epi-absorbance fluorescence; inhibition, % at 5.6 µM; 0.89% of 290,000 active;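 active = inhibition above the mean of all tested compounds plus 3 SD, cutoff set per screening run, cut at about 7.5% in these data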;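 note: red hydrolysis product quenches plate fluorescence so inhibitors raise well fluorescence; 0% = enzyme with DMSO and 100% = DMSO without enzyme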
PHOSPHO1 inh: PHOSPHO1 (human) inhibition; Q8TCT1; recombinant PHOSPHO1, absorbance phosphatase assay; inhibition, % at 13.3 µM; 1.1% of 290,000 active; in the data active = inhibition above about 60%
PfM18AAP inh: PfM18AAP enzyme inhibition; 1.2% of 290,000 active; recombinant PfM18AAP, H-Glu-NHMec fluorogenic cleavage; inhibition, % at 7.35 µM; AID 1822;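 active = inhibition above the campaign mean inhibition over all tested compounds plus 3 SD, cut at about 28% in these data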;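 note: 0% = plate median of test compound wells and 100% = 2 mM ZnCl2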
IDE act: boosts human insulin-degrading enzyme activity in HEK cells | FAbeta-B cleavage, fluorescence polarization; 0% vehicle, 100% cell-free pure enzyme wells | P14735 | 0.073% of 340,000 active | activation, % at 5.96 µM | AID 493087;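 active = activation above the mean of all tested compounds plus 3 SD, set per screening campaign, cut at about 17% in these data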
Target sequence (P14735 whole entry, looked up): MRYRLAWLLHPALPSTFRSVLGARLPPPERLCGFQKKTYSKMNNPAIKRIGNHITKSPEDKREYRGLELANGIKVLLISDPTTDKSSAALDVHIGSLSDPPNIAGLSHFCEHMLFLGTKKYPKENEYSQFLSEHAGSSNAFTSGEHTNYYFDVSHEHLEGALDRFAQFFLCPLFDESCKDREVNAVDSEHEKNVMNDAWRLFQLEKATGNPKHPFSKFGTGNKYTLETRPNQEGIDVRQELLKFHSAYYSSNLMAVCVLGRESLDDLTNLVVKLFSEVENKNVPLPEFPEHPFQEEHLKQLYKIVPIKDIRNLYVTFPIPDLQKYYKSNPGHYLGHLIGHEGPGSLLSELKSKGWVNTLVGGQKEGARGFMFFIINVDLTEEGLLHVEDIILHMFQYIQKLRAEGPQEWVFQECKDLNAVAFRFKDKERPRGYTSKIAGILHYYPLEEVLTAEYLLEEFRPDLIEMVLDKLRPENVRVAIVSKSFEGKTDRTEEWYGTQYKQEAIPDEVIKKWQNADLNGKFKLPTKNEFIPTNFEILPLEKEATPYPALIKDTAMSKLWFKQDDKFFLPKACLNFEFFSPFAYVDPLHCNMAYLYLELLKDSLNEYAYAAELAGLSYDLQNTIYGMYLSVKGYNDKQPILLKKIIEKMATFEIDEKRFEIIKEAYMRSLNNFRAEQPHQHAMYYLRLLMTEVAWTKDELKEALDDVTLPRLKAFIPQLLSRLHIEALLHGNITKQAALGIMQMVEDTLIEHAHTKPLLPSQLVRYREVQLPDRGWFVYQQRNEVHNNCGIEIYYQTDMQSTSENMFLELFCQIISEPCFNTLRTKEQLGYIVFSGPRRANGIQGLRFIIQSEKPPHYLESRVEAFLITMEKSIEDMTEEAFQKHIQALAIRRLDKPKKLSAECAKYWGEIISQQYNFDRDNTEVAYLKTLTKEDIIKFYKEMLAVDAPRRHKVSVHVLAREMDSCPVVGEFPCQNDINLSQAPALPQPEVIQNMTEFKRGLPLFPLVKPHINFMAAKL
pCIP destab: compounds decreasing mouse p/CIP protein stability | AID 1984 | Q05BA5 | decrease of EGFP signal, % at 10 µM | 0.01% of 290,000 active | F442A p/CIP-EGFP cells, EGFP fluorescence, 16 h;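 active = EGFP signal decrease of at least 30% at 10 µM or well 3 SD below plate mean, unless failing retest; inactive = the rest, including hits failing retest or dose response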; note: some compounds called inactive have numbers as strong as hits; many of its hits are not listed in these tables
IDE cell inh: cellular human IDE inhibition; 0.41% of 320,000 active; inhibition, % at 5.59 µM; HEK cells, FAbetaB cleavage, fluorescence polarization; P14735;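 active = percent inhibition above the average of all tested compounds plus 3 SD, set per screening campaign, cut at about 16% in these data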;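 note: IDE supplied by intact live HEK cells; FP after avidin binding of uncleaved biotin substrate so inhibition keeps polarization high; 0% = DMSO wells and 100% = 60 µM reference IDE inhibitor Ii1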
* hit, by the source's call; x = not tested or not shown.

SMILES	NALP1 yeast inh	IMP-1 inh	GPR7 antagonist	VIM-2 inhibitor	PHOSPHO1 inh	PfM18AAP inh	IDE act	pCIP destab	IDE cell inh
c1ccc(-c2ccc(CN3C[C@@H]4C(c5ccccc5)C5(c6cccnc6)CC4(C5)[C@H]3c3ccccc3)cc2)cc1 (stereo partly drawn)	x	x	x	x	18	x	0	-5	-4
Cc1ccc(C(C(=O)NC2CCCC2)N(Cc2ccc3c(c2)OCO3)C(=O)c2snc(C(N)=O)c2N)cc1 (stereo not drawn)	x	-2.4	-4	-0.9	5	2	1	-7	-3
CC(Sc1nc2ccccc2s1)C(=O)N1CCOCC1 (stereo not drawn)	8	0.3	-3	-0.9	21	0	0	2	6
COc1ccc(S(=O)(=O)Nc2ccc(NC(C)=O)cc2)cc1Br	-8	-1.6	-1	-1.4	4	0	-3	-11	6
COC(=O)CNC(=O)/C=C/c1ccc(OC)cc1	1	-3.9	-3	-0.3	-10	1	0	2	-2
Cc1ccc(N(CC(=O)NCc2ccccc2)S(=O)(=O)c2c(C)noc2C)cc1	16	-2.6	4	-2.7	6	-9	-4	-4	1
CC(C)c1ccccc1NC(=O)c1cccnc1	41	-2.4	-4	-2.0	0	2	-2	-4	2
CCn1c(O)c(C=NCc2ccccc2)sc1=S	1	-0.1	-14	0.7	25	4	-2	-4	-7
O=C(Nc1ccc(O)c2c(=O)cc(-c3ccccc3Cl)oc12)c1ccc(F)cc1	3	x	x	x	22	x	0	-3	x
Cc1cccc(OCCn2c(=O)sc3ccccc32)c1	10	-1.4	-14	-3.9	-16	-2	8	-9	-12
O=S(=O)(c1ccccc1Oc1ccc(Cl)cc1Cl)N1CCCCC1	1	-2.3	1	-2.9	38	-12	3	-21	8
Cc1cc(C)c2c(=O)[nH]c(SCc3ccccc3C)nc2n1	9	-1.2	-3	-0.2	8	-17	3	2	3
O=C(N1CCOCC1)N1CCC(n2nnc3cc(F)ccc32)CC1	27	-7.6	-2	0.2	-4	-6	1	0	-3
Cn1c(=O)c2c(nc(OCC3COC(C)(C)O3)n2Cc2ccccc2F)n(C)c1=O (stereo not drawn)	22	-6.3	6	-0.6	18	-4	-12	19	11
Oc1ccc(/C=C/c2ccnc3ccccc23)cc1	10	1.8	0	5.0	-11	19	-5	4	5
O=C(Cc1ccccc1)Nc1ccc(NC(=O)c2cccs2)cc1Cl	-20	-2.2	2	-0.7	37	-26	3	-1	-1
C/C(NCC(C)(C)CN(C)C)=C(/C#N)C(=O)NCc1ccccc1	0	-1.3	-3	-0.9	-4	-7	-3	-10	8
COc1ccccc1CNC(=O)[C@@H](NC(=O)C1CCN(C(=O)[C@@H]2CCCN2C(=O)OC(C)(C)C)CC1)C(C)C	-3	-3.7	-10	-3.7	14	6	4	-14	-5
CCc1ccc(S(=O)(=O)Nc2cccc(-c3ccc4nncn4n3)c2)s1	5	-0.5	-7	-0.4	1	3	3	-13	5
CC1=C(C(=O)Nc2ccccc2C)C2(CCCCC2)C(C(N)=O)C(=S)N1 (stereo not drawn)	13	-3.0	-7	-1.8	1	4	1	-16	-3
COc1ccc(OC)c(/C=N\NC(=O)c2ccc(-c3ccccc3)cc2)c1	11	-1.5	-12	-2.5	42	3	-14	-9	x
CCNC(=O)NC(=O)CSc1nnc(-c2c[nH]c3ccccc23)o1	18	-1.3	-1	-1.1	19	23	3	-4	2
COc1cccc(-c2c(C#N)c(N)nc3c2c(C)nn3-c2ccccc2)c1O	12	-2.2	-21	-1.6	23	-9	3	-1	0
Cc1ccc2nc(-c3ccc(NC(=O)CSc4nc(N)cc(=O)[nH]4)cc3)sc2c1	x	-2.3	-13	-0.8	25	-4	9	-10	5
CO/N=C/NC(=O)c1c(OC)ccnc1Oc1ccccc1	21	-1.7	2	-2.8	30	-5	9	1	-3
Cn1nnnc1SCc1ccc(CSc2nnnn2C)cc1	0	-1.3	-2	-2.8	33	0	-2	7	8
CN1CCN(C(=O)N2CCNC2=O)CC1	18	3.2	-17	-3.2	6	-6	0	-8	0
COc1ccccc1/C=C1\SC(=O)N(CCC(=O)N(C)C2CCS(=O)(=O)C2)C1=O (stereo not drawn)	-22	-0.1	-15	-0.6	-1	7	-1	-9	3
CCc1ccc(CC(=S)N2CCOCC2)cc1	46	0.7	-6	0.8	-11	-10	-2	-3	2
CCOc1ccccc1N1CCN(C(=S)Nc2ccc(S(N)(=O)=O)cc2)CC1	25	-5.1	-8	1.1	0	9	4	3	1
COc1ccccc1C(=O)NCC(=O)N/N=C/c1ccc2c(c1)OCO2	25	-2.6	7	-3.1	28	3	0	-11	2
COc1cc2cc[n+](Cc3ccc([N+](=O)[O-])cc3)cc2cc1OC	25	-0.7	-2	-1.3	33	-8	0	2	2
O=C(O)Cc1ccc(NC(=O)Nc2ccc(Br)cc2)cc1	32*	-3.4	-6	-5.2	23	-1	4	6	3
O=C(NCC1CCCO1)c1ccc(Oc2ccc([N+](=O)[O-])cc2Cl)cc1 (stereo not drawn)	19	-1.0	-7	-0.5	48	-1	6	11	-2
CCOc1cc(/C=C(\C#N)C(=O)Nc2cccc(C(=O)O)c2)ccc1OCc1ccccc1Cl	29	-0.4	11	2.4	2	6	2	-1	5
COc1ccc(-c2noc3c2-c2nc(-c4ccc(Cl)cc4)sc2CC3)cc1	17	2.3	-3	2.1	-41	12	-1	-4	-1
O=C(OCC(=O)N1CCCC1)c1ccc(OC(F)(F)F)cc1	3	-1.7	-16	-3.6	24	-7	5	-3	9
CC1CC(C)CN(CCCNC(=O)CN2C(=O)CSc3ccc(S(=O)(=O)N4CCOCC4)cc32)C1 (stereo not drawn)	14	0.0	-6	0.0	20	-10	2	-9	-3
N#CC1=C(C=Nc2ccccc2O)CCC1	x	-1.2	-7	1.9	26	-4	6	-8	4
O=C(CSc1ncn[nH]1)Nc1ccc2c(c1)CCC2	25	-1.3	-3	0.4	6	2	3	1	0
Cc1ccc(CNC(=S)Nc2ccc(NS(=O)(=O)c3ccc(C)cc3)cc2)cc1	12	-3.4	-25	-6.0	42	-4	-1	-24	x
CCC(Sc1nc(=O)cc(N)n1-c1cccc(C)c1)C(=O)Nc1cc(C)on1 (stereo not drawn)	6	-1.1	-17	-1.3	-6	-1	6	-1	-4
CCOC(=O)c1c(S(=O)(=O)Nc2cccc(Cl)c2)c(C)n(C)c1C	13	-5.1	5	-0.4	19	5	3	-15	9
CCCC(=O)NC(c1ccc2c(c1)OCO2)c1cc(Cl)c2cccnc2c1O (stereo not drawn)	6	-3.3	-13	-0.5	3	-13	-5	8	7
N/C(CCS(=O)(=O)c1ccc(Cl)cc1)=N\OC(=O)c1ccccc1C(F)(F)F	0	-2.5	-12	-1.6	-6	-1	0	-11	3
Cn1c(=O)[nH]c(=O)c2c1nc(SCCO)n2CC(O)COc1ccccc1 (stereo not drawn)	12	-3.5	-4	-3.4	2	-10	-2	-20	2
CCCCNC(=O)CO/N=C(\C)c1cc2ccccc2o1	31	-2.7	-1	3.0	12	1	1	12	4
CC1CC(C)CN(C(=O)c2ccc3c(=O)n(Cc4ccc5c(c4)OCO5)c(=S)[nH]c3c2)C1 (stereo not drawn)	-2	-1.7	-5	-1.9	15	0	0	-8	12
CCN(C(=O)c1cnc2scc(C)n2c1=O)c1ccccc1C	x	-2.9	-6	3.0	-2	-9	5	2	-4
Cc1ccc(Cl)cc1N1CCN(S(=O)(=O)c2cnc[nH]2)CC1	0	-3.7	8	-0.5	3	-6	-6	10	1
Additional compounds follow.
SMILES	NALP1 yeast inh	IMP-1 inh	GPR7 antagonist	VIM-2 inhibitor	PHOSPHO1 inh	PfM18AAP inh	IDE act	pCIP destab	IDE cell inh
CC(=O)Nc1ccc(S(=O)(=O)NCCNC(=O)c2ccccc2F)cc1	x	-3.7	-9	-3.5	51	-4	5	5	0
CCCn1c(CC)nc([N+](=O)[O-])c1S(=O)(=O)c1ccccc1	9	-2.5	6	-7.0	-90	12	0	-6	5
CCc1cccc(C)c1NC(=S)NCCc1c(C)[nH]c2ccc(C)cc12	46	-2.9	-16	-4.2	1	0	-4	-9	-2
CCOC(=O)c1[nH]c2ccc(F)cc2c1NC(=O)CN1CCN(C/C=C/c2ccccc2)CC1	14	-0.5	-11	-2.5	20	-1	5	-2	3
CC1CCN(C(c2cccs2)c2nnnn2Cc2ccccc2)CC1 (stereo not drawn)	13	0.8	-6	-3.3	1	5	3	-5	-2
CC(=O)Nc1ccc2nc3ccccc3nc2c1	x	-0.7	-9	3.9	-113	-8	5	-6	7
N#CCCCn1c(-c2ccccc2)noc1=O	-31	-3.0	8	-2.5	-3	3	4	1	0
CCOc1ccc(S(=O)(=O)Nc2c(C)n(C)n(-c3ccccc3)c2=O)cc1	16	-1.8	-20	-0.4	3	-3	1	-6	1

Among those listed so far, these contain an NH in an aromatic ring.
SMILES	NALP1 yeast inh	IMP-1 inh	GPR7 antagonist	VIM-2 inhibitor	PHOSPHO1 inh	PfM18AAP inh	IDE act	pCIP destab	IDE cell inh
Cc1cc(C)c2c(=O)[nH]c(SCc3ccccc3C)nc2n1	9	-1.2	-3	-0.2	8	-17	3	2	3
CCNC(=O)NC(=O)CSc1nnc(-c2c[nH]c3ccccc23)o1	18	-1.3	-1	-1.1	19	23	3	-4	2
Cc1ccc2nc(-c3ccc(NC(=O)CSc4nc(N)cc(=O)[nH]4)cc3)sc2c1	x	-2.3	-13	-0.8	25	-4	9	-10	5
O=C(CSc1ncn[nH]1)Nc1ccc2c(c1)CCC2	25	-1.3	-3	0.4	6	2	3	1	0
Cn1c(=O)[nH]c(=O)c2c1nc(SCCO)n2CC(O)COc1ccccc1 (stereo not drawn)	12	-3.5	-4	-3.4	2	-10	-2	-20	2
CC1CC(C)CN(C(=O)c2ccc3c(=O)n(Cc4ccc5c(c4)OCO5)c(=S)[nH]c3c2)C1 (stereo not drawn)	-2	-1.7	-5	-1.9	15	0	0	-8	12
Cc1ccc(Cl)cc1N1CCN(S(=O)(=O)c2cnc[nH]2)CC1	0	-3.7	8	-0.5	3	-6	-6	10	1
CCc1cccc(C)c1NC(=S)NCCc1c(C)[nH]c2ccc(C)cc12	46	-2.9	-16	-4.2	1	0	-4	-9	-2
CCOC(=O)c1[nH]c2ccc(F)cc2c1NC(=O)CN1CCN(C/C=C/c2ccccc2)CC1	14	-0.5	-11	-2.5	20	-1	5	-2	3
